Compound activity from PubChem.
CHRM1 PAM: human M1 muscarinic receptor positive allosteric modulators, primary screen, CHO-K1 cells, Fluo-8 calcium fluorescence, 1536-well | hit rate 0.088% among 360,000 | AID 588819, 2011 | CHO-K1 hM1, ACh EC20; 0% = ACh EC20, 100% = maximal ACh | Muscarinic acetylcholine receptor M1 (Homo sapiens), P11229 | activation, % at 3 µM; in the data active = activation above about 19%, passing the limit was not always enough
Target sequence (P11229 whole entry, looked up): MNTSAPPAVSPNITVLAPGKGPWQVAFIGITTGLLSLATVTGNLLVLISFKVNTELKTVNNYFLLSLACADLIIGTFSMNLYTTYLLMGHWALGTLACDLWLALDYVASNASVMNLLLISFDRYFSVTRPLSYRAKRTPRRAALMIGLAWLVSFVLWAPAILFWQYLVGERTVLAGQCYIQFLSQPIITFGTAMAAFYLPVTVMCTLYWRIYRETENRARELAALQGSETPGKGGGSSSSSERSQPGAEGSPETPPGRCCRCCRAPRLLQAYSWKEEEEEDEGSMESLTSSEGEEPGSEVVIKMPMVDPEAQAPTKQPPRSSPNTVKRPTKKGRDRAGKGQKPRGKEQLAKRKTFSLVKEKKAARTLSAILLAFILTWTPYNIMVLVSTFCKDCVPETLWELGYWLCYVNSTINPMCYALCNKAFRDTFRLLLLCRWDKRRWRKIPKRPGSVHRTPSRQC
CHRM1 agonist: human M1 muscarinic receptor agonists, primary screen, Fluo-8 calcium fluorescence, CHO-K1 cells, HTS. Muscarinic acetylcholine receptor M1 (Homo sapiens), P11229. CHO-K1 hM1, agonist mode; 0% DMSO, 100% acetylcholine EC100. activation, % at 3 µM. hit rate 0.33% among 360,000. AID 588814, 2011;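 active = activation above the run's mean compound activation plus 3 SD, cut at about 16% in these data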;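 also: peak over basal fluorescence ratio within a 140 s kinetic read after compound addition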
TAAR1 ag: human TAAR1 agonists, primary screen, Fluo-8 calcium fluorescence, CHO RD-HGA16 cells | Trace amine-associated receptor 1 (Homo sapiens), Q96RJ0 | vehicle wells 0%, saturating PEA agonist 100% | activation, % at 3 µM | hit rate 0.99% among 360,000;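 active = activation above the mean activation of all test compounds in the run plus 3 SD, cut at about 38% in these data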
Target sequence (Q96RJ0 whole entry, looked up): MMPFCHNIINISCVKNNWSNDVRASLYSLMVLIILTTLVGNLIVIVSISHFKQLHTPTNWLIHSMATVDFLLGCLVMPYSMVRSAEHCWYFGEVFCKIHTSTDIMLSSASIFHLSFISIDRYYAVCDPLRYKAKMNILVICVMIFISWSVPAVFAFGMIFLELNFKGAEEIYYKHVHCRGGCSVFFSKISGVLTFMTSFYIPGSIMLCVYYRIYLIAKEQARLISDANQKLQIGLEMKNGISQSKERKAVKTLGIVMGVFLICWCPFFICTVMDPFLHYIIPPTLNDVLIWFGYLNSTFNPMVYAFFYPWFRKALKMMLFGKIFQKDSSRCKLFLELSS
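test system = CHO RD-HGA16 cells carrying human TAAR1 plus Gα16 | schedule = 17-24 h seeding, 75 min 37 °C dye, 30 min RT | compound dosing = 3 µM single concentration | control set = DMSO and PEA EC100 | replicates = n 1 | signal = Fluo-8 fluorescence, 5 s baseline then 140 s kinetic read | measure = percent activation vs PEA EC100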
CHO parental Ca: ATP-evoked calcium signal inhibitors, parental CHO, primary screen, counter-screen for OX1R antagonist project, cell-based, fluorescence, Fluo-8 calcium dye. parental CHO-K1, ATP-induced calcium, Fluo-8 fluorescence. inhibition, % at 5.6 µM. hit rate 0.63% among 330,000. AID 463079, 2010;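 active = inhibition above that plate's mean sample inhibition plus 3 SD, cut at about 26% in these data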;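 also: 0% = ATP-challenged DMSO wells and 100% = DMSO wells without ATP; some compounds past the cut are filed as inactive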
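Material – parental CHO cells · Reagent – ATP stimulus · Compound – single nominal dose of 5.6 µM per compound · Detection – Fluo-8 fluorescence · Read-out basis – percent inhibition of calcium signal · Controls – ATP-challenged DMSO wells low, unchallenged DMSO wells high · Repeats – no replicates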
M1 ag parental: counter-screen for M1 agonists: effect in parental CHO-K1 cells; Fluo-8 calcium fluorescence; scaled to maximal ATP response, vehicle zero; activation, % at 3 µM; AID 602248, 2012; hit rate 0.48% among 360,000; in the data active = activation above about 15%;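 also: untransfected CHO-K1 host cells lacking M1 receptor as counterscreen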
M1 PAM parental: nonselective calcium activators in parental CHO-K1 cells, primary screen, counter-screen for M1 PAM project, cell-based, Fluo-8 calcium fluorescence, full deck, 1536-well | ATP EC20; 0% at ATP EC20, 100% at ATP max | activation, % at 3 µM | hit rate 0.02% among 360,000;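 active = activation above the run cutoff, the mean activation of all test compounds plus 3 SD, cut at about 40% in these data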;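 also: peak over basal fluorescence ratio in a 140 s read after ATP addition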
CHRM1 antagonist: human M1 muscarinic receptor antagonists, primary screen, CHO-K1 cells, Fluo-8 calcium fluorescence, 1536-well. inhibition, % at 3 µM. CHO-K1 hM1, ACh EC80 antagonist. Muscarinic acetylcholine receptor M1 (Homo sapiens), P11229. hit rate 1.3% among 360,000;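 active = percent inhibition above its own plate's cutoff, namely the mean of that plate's compound wells plus 3 SD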;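 also: peak over basal fluorescence ratio during 140 s after agonist addition; 0% = ACh EC80 plus DMSO and 100% = DMSO alone without agonist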
TAAR1 antagonist: human TAAR1 antagonists, primary screen, Fluo-8 calcium fluorescence, CHO RD-HGA16 cells; Trace amine-associated receptor 1 (Homo sapiens), Q96RJ0; antagonist; inhibition, % at 3 µM; hit rate 1.5% among 360,000; AID 624466, 2012;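 active = inhibition above a per-plate cutoff, the mean inhibition of test compounds on that plate plus 3 SD, cut at about 49% in these data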;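 also: 0% = DMSO plus EC80 beta-PEA response and 100% = DMSO alone without agonist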
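Assay system: RD-HGA16 CHO cells with stable hTAAR1 and Gα16 / Reagent: EC80 β-phenethylamine stimulus / Doses: 3 µM, single point / Timing: dye loading 75 min at 37 °C, then 30 min room temperature / Measured by: Fluo-8 intracellular calcium dye fluorescence, real-time kinetic reads / Controls: vehicle wells and EC80 agonist wells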
CHO-K1 Ca antag: counter-screen for M1 antagonists: effect in parental CHO-K1 cells. hit rate 0.6% among 360,000. ATP-induced calcium, Fluo-8 fluorescence. inhibition, % at 3 µM;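 active = inhibition above a per-plate cutoff, the plate's mean sample inhibition plus 3 SD, cut at about 24% in these data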;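 also: 0% = DMSO plus EC80 ATP and 100% = DMSO alone without ATP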
An asterisk follows results filed as active; . = not tested or not shown. Rows are unselected; overall some 4.4% were active at least once.

A first look (8 entries):
SMILES	CHRM1 PAM	CHRM1 agonist	TAAR1 ag	CHO parental Ca	M1 ag parental	M1 PAM parental	CHRM1 antagonist	TAAR1 antagonist	CHO-K1 Ca antag
CCC(=O)c1c[nH]c(C(=O)NCCc2ccccn2)c1	7.0	-3.2	-0.5	-6.1	1.4	20.4	-11.3	-12.4	-18.6
Cn1c(=O)[nH]c(=O)c2c1nc(Br)n2Cc1ccc(Cl)cc1	0.2	-0.3	6.2	.	0.7	-3.4	-11.2	-10.1	-4.0
Cc1ccc(/C=C/S(=O)(=O)NCC(=O)OCC(=O)N2CC(=O)Nc3ccccc32)cc1	10.7	-6.2	1.2	-10.0	-0.1	-14.6	-12.8	-17.1	0.8
CCn1c(SCC(=O)N/N=C/c2cccs2)nc2ccccc21	2.6	-10.1	10.5	-7.9	1.0	12.5	-10.6	0.6	11.4
COc1cccc(-n2ccnc2SCC(=O)Nc2cc(OC)ccc2OC)c1	0.3	-2.3	0.2	-45.3	2.1	3.0	4.0	12.0	4.3
COC(=O)c1c(C)noc1-c1ccc(Cl)cc1	12.6	-5.4	-1.1	-10.2	0.4	21.5	-18.4	-2.4	-14.8
CCOc1ncccc1C(=O)NCc1ccc(OC)cc1	10.1	-4.3	.	-3.3	0.5	26.8	-10.7	.	-10.7
Cc1cc([N+](=O)[O-])nn1CC(=O)Nc1nc2ccccc2s1	0.7	-6.2	0.7	-7.8	1.9	3.1	0.4	8.2	-6.6

The list itself, repeating the preview:
SMILES	CHRM1 PAM	CHRM1 agonist	TAAR1 ag	CHO parental Ca	M1 ag parental	M1 PAM parental	CHRM1 antagonist	TAAR1 antagonist	CHO-K1 Ca antag
CCC(=O)c1c[nH]c(C(=O)NCCc2ccccn2)c1	7.0	-3.2	-0.5	-6.1	1.4	20.4	-11.3	-12.4	-18.6
Cn1c(=O)[nH]c(=O)c2c1nc(Br)n2Cc1ccc(Cl)cc1	0.2	-0.3	6.2	.	0.7	-3.4	-11.2	-10.1	-4.0
Cc1ccc(/C=C/S(=O)(=O)NCC(=O)OCC(=O)N2CC(=O)Nc3ccccc32)cc1	10.7	-6.2	1.2	-10.0	-0.1	-14.6	-12.8	-17.1	0.8
CCn1c(SCC(=O)N/N=C/c2cccs2)nc2ccccc21	2.6	-10.1	10.5	-7.9	1.0	12.5	-10.6	0.6	11.4
COc1cccc(-n2ccnc2SCC(=O)Nc2cc(OC)ccc2OC)c1	0.3	-2.3	0.2	-45.3	2.1	3.0	4.0	12.0	4.3
COC(=O)c1c(C)noc1-c1ccc(Cl)cc1	12.6	-5.4	-1.1	-10.2	0.4	21.5	-18.4	-2.4	-14.8
CCOc1ncccc1C(=O)NCc1ccc(OC)cc1	10.1	-4.3	.	-3.3	0.5	26.8	-10.7	.	-10.7
Cc1cc([N+](=O)[O-])nn1CC(=O)Nc1nc2ccccc2s1	0.7	-6.2	0.7	-7.8	1.9	3.1	0.4	8.2	-6.6
CCn1cc(CNC(=O)CSc2nc(-c3ccc(OC)c(OC)c3)cc(C(F)(F)F)n2)c(C)n1	8.8	-2.2	0.6	-10.5	0.2	-9.0	-8.7	-10.8	4.0
CCCCNC(=O)C1=C(N)C(C(=O)Nc2ccc(C)c(S(=O)(=O)N3CCCCC3)c2)SC1=Nc1ccc(C)cc1C (stereo not given)	-0.7	-0.2	1.2	-22.0	0.3	14.9	1.1	-7.9	-9.6
Cc1onc(-c2c(F)cccc2Cl)c1C(=O)NCCO	5.1	-2.3	6.1	-2.6	2.1	-8.8	0.3	1.6	12.4
CCOC(=O)c1ccc(NC(=O)C2C3CCC(C3)C2C(=O)O)cc1 (stereo not given)	5.1	-0.5	0.8	-8.3	-0.1	10.8	-3.9	-11.2	2.9
COc1cccc(-c2nc(CS(=O)CC(=O)NC(C)CCc3ccccc3)c(C)o2)c1 (stereo not given)	15.3	-0.2	-0.3	-21.1	0.3	10.9	-19.1	-21.7	-1.5
Cc1cc(O)c(/C=N/Nc2ccc(F)cc2)c(=O)o1	1.7	-5.2	-0.8	-12.1	-0.6	10.1	-2.9	10.3	6.9
COc1ccccc1C(=O)Nc1cccc(C(=O)N2CCOCC2)c1	9.5	-4.1	0.2	-9.9	0.5	19.4	-14.4	-25.3	-9.1
C=CCn1c(=O)c(C(=O)Nc2ccccc2S(N)(=O)=O)c(O)c2ccccc21	8.1	-5.7	-1.1	-25.7	-0.2	14.3	-12.3	-30.1	-6.6
Cc1ccc(NC(=O)Nc2cccs2)nc1	2.0	-2.8	4.3	-10.9	0.3	6.9	1.4	-2.2	-18.7
C=CCNc1nc2cc(-c3ccccc3C)sc2c(=O)n1C	2.8	-4.8	-0.1	.	0.3	10.9	-10.2	-5.4	-12.7
COc1ccc(C2=NO[C@@H]3[C@@H]4C[C@@H]([C@H]5C(=O)N(c6ccc7c(c6)OCO7)C(=O)[C@@H]45)[C@H]23)cc1OC	12.0	-4.9	-0.2	-8.5	0.6	21.2	-7.5	-4.1	-16.3
CCCCn1c(N)c(N(CC(C)C)C(=O)COC(=O)c2ccccc2NCCO)c(=O)[nH]c1=O	8.2	-3.7	3.5	7.5	0.1	-23.4	-9.1	0.5	14.7
CC(=O)c1ccc(NC(=O)N2CCc3ccccc3C2)cc1	4.4	-4.8	14.3	-7.5	1.2	17.2	-10.1	20.9	5.3
O=C(O)CNC(=S)N(Cc1ccc(F)cc1)C1CCCCC1	7.9	-2.7	10.8	4.6	0.5	-0.5	-11.8	-2.4	-4.2
COc1ccc(C2Nc3ccccc3C(=O)N2NS(=O)(=O)c2ccc(C)cc2)cc1 (stereo not given)	1.1	-6.7	8.0	-18.6	0.5	3.5	-4.3	8.0	-7.7
CN1C(=O)Cc2cc(S(=O)(=O)N3CCOCC3)ccc21	15.2	-4.5	-0.1	-20.1	11.3	25.2	-15.8	2.2	-17.9
COc1ccc(C(=O)N2CCN(Cc3ccc4c(c3)OCO4)CC2)cc1OC	16.2	-0.8	2.6	-2.7	1.0	0.3	-16.5	-12.9	-5.3
O=C(c1ccc(Cl)c(Cl)c1)N1CCC(=O)N(C(COCc2cccc(C(F)(F)F)c2)Cc2ccccc2)CC1 (stereo not given)	4.8	0.1	5.7	-28.0	0.0	10.3	-10.4	30.6	-6.1
COc1ccc(NC(=O)CCS(=O)(=O)c2cccc3nonc23)cc1	7.0	-1.9	1.7	5.4	-0.1	3.4	-5.7	-25.0	-1.4
CC(=O)Nc1cc(C(=O)N2CCc3ccccc3C2)ccc1Sc1ccc(Cl)cc1	-23.5	-7.4	21.0	-13.4	3.1	-9.4	10.5	11.5	-0.8
CCCCCn1c(CNC(=O)CC)nc2ccccc21	2.6	-11.6	0.2	-1.2	0.6	18.9	-14.0	5.7	-6.4
COc1cc2c(cc1OC)CN(S(C)(=O)=O)CC2	1.5	-3.3	0.9	-3.8	0.0	-3.1	-3.3	-4.2	4.0
COC(=O)NNC(=O)COc1ccc(Cl)cc1	-2.1	-2.2	.	-5.8	0.3	-1.4	2.4	.	8.4
COc1ccc(N2C(=O)C3C4C=CC(C4)C3C2=O)nn1 (stereo not given)	8.0	-1.6	2.4	2.8	-0.3	18.4	3.4	-8.1	-13.9
COc1ccc(-n2c(COc3cccc(C)c3)nnc2SCC(=O)NCc2ccco2)cc1	11.2	-4.3	10.6	-17.5	1.4	26.4	-8.6	-10.1	-14.2
CCOC(=O)C1C(=O)NC(N2CCN(Cc3ccccc3)CC2)=NC1c1ccco1 (stereo not given)	12.8	-2.9	6.6	0.7	0.4	-5.7	-5.6	4.9	11.8
COCCCNC(=O)c1ccc(N2CCCC2)c(NS(=O)(=O)c2ccc(C)cc2)c1	-2.7	-6.0	14.2	-21.1	0.8	25.6	5.1	-11.1	-21.5
COc1ccc(-c2nc(CS(=O)CC(=O)NCc3ccc(Cl)cc3)c(C)o2)cc1OC (stereo not given)	3.9	-5.2	-1.6	-27.9	1.3	14.8	-9.3	-2.8	-15.7
O=S1(=O)CCC(n2nccc2-c2ccccc2)C1 (stereo not given)	-5.7	-3.3	0.1	3.3	0.5	-21.3	8.4	-6.1	-11.3
Cc1cccc(NC(=O)CN(CC2CCCO2)C(=O)c2cc(S(=O)(=O)N(C)C)ccc2F)c1C (stereo not given)	2.2	-3.0	0.9	-14.9	0.1	7.9	-4.2	-1.7	-6.3
CN(C)CCn1c2ccccc2c2nc3ccc([N+](=O)[O-])cc3cc21	16.3	-2.8	0.3	-7.5	0.2	16.9	-22.4	4.8	-6.0
COc1cccc(CNCCNC(=O)c2ccco2)c1OC	-0.4	-5.1	7.8	-11.3	0.1	6.8	2.1	2.4	0.7
CCc1ccc(OCC(=O)Nc2ccncc2)c(Br)c1	-5.1	0.2	4.4	27.4	9.3	-26.1	12.8	3.7	21.0
Cc1ccc(C(=O)Nc2ccc(C)c(S(=O)(=O)Nc3ccccc3Cl)c2)s1	-5.6	-4.5	5.3	-17.7	5.6	18.9	9.6	68.2*	-11.8
CCc1nn(C)c(-c2n[nH]c(=S)n2N)c1Cl	11.4	-3.6	-2.2	-10.2	0.5	13.2	-7.8	5.2	-4.5
CC1CCCC(NC(=O)c2ccncc2)C1C (stereo not given)	7.2	-3.8	0.2	-2.0	-0.1	19.8	-10.9	-4.3	5.4
CCOC(=O)Cc1csc(NC(=O)CCCC(=O)O)n1	5.5	0.2	0.2	-11.8	-0.1	-0.2	4.0	-20.6	10.1
Cc1ccc(OC2=NS(=O)(=O)c3ccccc32)cc1	7.0	-2.1	0.9	3.0	0.2	-4.9	-4.0	-10.9	5.7
CCCCn1cnc2c(SCc3ccccn3)nc(N)nc21	2.8	-2.9	-1.1	.	-0.6	5.2	-2.6	-5.4	-9.7
O=C(NNc1nc(-c2ccccc2)c2cc(Br)ccc2n1)c1ccc(S(=O)(=O)N2CCCCC2)cc1	2.9	-1.6	9.0	-14.2	0.0	3.8	-7.6	9.5	-1.1
